# PL synth Enamine – blocks phospholipid synthesis in CHO cells, Enamine compounds | ZR-82 CHO cells, pyrene fatty acid UV survival, CellTiter Blue; peroxisome-deficient CHO-K1 mutant line; plus DGAT-1, DGAT-2 and ACAT inhibitors | calls only at 10 µM | hit rate 0.4% among 20,000 | AID 1347385;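 active = cell survival signal 2 SD away from solvent-only control wells, confirmed on one or two retests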;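 note: 3 h compound exposure then viability read about one day after UV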
# Calls only; i = inactive. A portion of the library; count on the stated rates, not on these rows.
SMILES | PL synth Enamine
Cn1c(=O)c2c(nc(NCCO)n2C)n(C)c1=O | i
O=S(=O)(/C(=C/c1ccc2c(c1)OCO2)c1nc2ccccc2[nH]1)c1ccccc1 | i
Fc1ccc(-c2csc(=NCc3ccccc3)n2/N=C/c2cccnc2)cc1 | i
Cc1ccc(-c2c(C)n([O-])c(C)c(C)[n+]2=O)cc1 | i
O=c1[nH]c(CSc2ncnc3sccc23)nc2ccsc12 | i
Fc1ccc(-c2cn(-c3ccccc3)c3[n+]2CCCS3)cc1 | i
O=c1cc(CN2c3cccc4cccc(c34)S2(=O)=O)nc2ccc(Br)cn12 | i
c1nc(NC2CCCC2)c2c3c(sc2n1)CCCCC3 | i
Cc1cccn2c(=O)c3cc(C(=O)N(C)C4CCCCC4)sc3nc12 | i
CCc1ccc(/C=C/c2sc3cc(OC)c4ccsc4c3[n+]2CCCS(=O)(=O)[O-])cc1 | i
CC1CC1C(=O)OCC(=O)NC(=O)NC1CCCCC1 (stereo not given) | i
Cc1ccc(/C=C2\SC(=S)N(CCCCC(=O)O)C2=O)o1 | i
Cn1c(O)c(N=NC(=O)C2COc3ccccc3O2)c2ccccc21 (stereo not given) | i
O=C1c2ccccc2C(O)N1CCCn1ccnc1C(O)C(F)(F)F (stereo not given) | i
O=c1c2c3c(sc2ncn1-n1cccc1)CCCC3 | i
O=C1Nc2cc(F)ccc2C1=O | i
CCOC(=O)CN1C(=O)S/C(=C\c2cc(C)n(C)c2C)C1=O | i
Cc1cc(-n2c(C)cc(/C=C/C(=O)N3CCN(S(=O)(=O)c4cccs4)CC3)c2C)no1 | i
Fc1ccc(Oc2ncnc3sc4c(c23)CCCC4)cc1 | i
C=C(C)Cn1cnc2cc(C)c(C)cc21 | i
O=C(COc1ncnc2sc3c(c12)CCCC3)N(C1CCCCC1)C1CCCCC1 | i
Cn1nnnc1SCc1ccc(Cl)cc1 | i
Cn1cnc([N+](=O)[O-])c1N1CCN(c2ccc(O)cc2)CC1 | i
O=c1[nH]nc(N2CCOCC2)c(=O)[nH]1 | i
O=c1c2c3c(sc2nc2ccc(Sc4ccc(Br)cc4)nn12)CCCCC3 | i
O=C(CN1C(=O)CC2(CCCC2)C1=O)c1ccc2c(c1)OCO2 | i
O=C(O)CONC1=NS(=O)(=O)c2ccccc21 | i
Clc1cc(N=Cc2ccccn2)c(Cl)cc1N=Cc1ccccn1 | i
O=C(COc1c(F)c(F)cc(F)c1F)c1ccc[nH]1 | i
CC1CCN(Cc2nc(-n3ccnc3)c3c4c(sc3n2)CCC4)CC1 | i
Nc1nnc(SCC(=O)N(C2CCCCC2)C2CCS(=O)(=O)C2)s1 (stereo not given) | i
Cc1nn(-c2ccccc2)c(N)c1N=Nc1ccc2ccccc2c1 | i
Cc1cc(C(O)(C(F)(F)F)C(F)(F)F)c(C)n1-c1ccc(N(C)C)cc1 | i
CCOC(=O)c1c(C)[nH]c(C(=O)OCC(=O)c2cc(C)n(CCOC)c2C)c1C | i
COCCNC(=S)N/N=C/c1cc(OC)c(OC)cc1OC | i
O=C(c1ccco1)c1cc(-c2nc3ccccc3[nH]2)c(-c2ccco2)n2c1nc1ccccc12 | i
O=c1c2oc3ccccc3c2nc2n1Cc1ccccc1-2 | i
Cc1cc(C(=O)O)no1 | i
C=CCNS(=O)(=O)c1cccs1 | i
O=[N+]([O-])c1cc(S(=O)(=O)C(F)(F)F)ccc1N1CCN(c2ccccc2)CC1 | i
CCOC(=O)c1c(N)sc2c1CCSC2 | i
Clc1ccc(Cl)c(-c2nnc3n2-c2ccccc2SC3)c1 | i
O=S(=O)(Nc1nc2ccccc2nc1Sc1ccccc1Cl)c1ccc(Br)cc1 | i
Cc1nc2sc3c(c2c(=O)n1/N=C/c1ccco1)CCCC3 | i
Cn1c(-c2cccs2)n[nH]c1=S | i

# In the list so far, 2 have a nitro group on carbon:
SMILES | PL synth Enamine
Cn1cnc([N+](=O)[O-])c1N1CCN(c2ccc(O)cc2)CC1 | i
O=[N+]([O-])c1cc(S(=O)(=O)C(F)(F)F)ccc1N1CCN(c2ccccc2)CC1 | i

# The list continues:
SMILES | PL synth Enamine
FC(F)Oc1ccccc1/C=C1\CCCC2=C1Nc1ncnn1C2c1ccccc1OC(F)F (stereo not given) | i
Cc1sc2ncnc(SCC(=O)c3cc(C)n(CC4CCCO4)c3C)c2c1C (stereo not given) | i
NC(=O)c1c(NC(=O)CNCCCN2CCOCC2)sc2c1CCC2 | i
O=C1CSC(=S)N1Cc1ccc2c(c1)OCO2 | i
O=S(=O)(c1ccccc1)N1CN(c2ccc(Cl)c(Cl)c2)c2nc3ccccc3nc21 | i
Cc1ccc(C(=O)CSc2nnc(-c3cccs3)n2C2CC2)s1 | i
CCC(CCNC(=O)C12CC3CC(CC(C3)C1)C2)NC(=O)C12CC3CC(CC(C3)C1)C2 (stereo not given) | i
O=C1C(=O)N(CN2CCN(C(=O)C3CC3)CC2)c2cc(F)ccc21 | i
Cc1ccc(C)c(-n2[nH]nnc2=S)c1 | i
O=[N+]([O-])c1cc2c(cc1/C=N/Nc1ncc(Cl)cc1Cl)OCO2 | i
S=c1nc(C2CCCCC2)n(-c2ccccc2)[nH]1 | i
Fc1ccc(C2=NN3C(C2)c2ccccc2OC3c2ccncc2)cc1 (stereo not given) | i
Cc1cc(C)n(-c2ncnc3sc4c(c23)CCC(C)C4)n1 (stereo not given) | i
Cc1cc(C)c2nc(-n3nc(C)cc3C)cc(C)c2c1 | i
COc1cc(CCc2nc(-c3ccccc3)no2)cc(OC)c1OC | i
N=C1C(c2nc3ccccc3c(=O)[nH]2)=C(O)CN1c1ccccc1F | i
CC1(C)CC(NS(=O)(=O)c2ccc3c(c2)OCCO3)CC(C)(C)N1 | i
CC(Sc1nnnn1C1CCCC1)c1nc2scc(-c3cccs3)c2c(=O)[nH]1 (stereo not given) | i
CS(=O)(=O)Nc1cc(S(=O)(=O)Nc2ccc(Cl)cc2)ccc1O | i
O=c1[nH]c2ccccc2n1CN1CCN(c2ncccn2)CC1 | i
CCN(CC)c1ccc(C2SCc3cc(C)c(C)cc3CS2)cc1 | i
O=C(Nc1ccc(I)cc1)C(F)(F)C(F)(F)C(F)(F)C(F)(F)C(=O)Nc1ccc(I)cc1 | i
O=C(NC1(C(F)(F)F)Oc2ccccc2O1)N1CCCC1 | i
O=C(OC1CCOC1=O)c1ccc([N+](=O)[O-])o1 (stereo not given) | i
COc1cc(OC)c(OC)cc1/C=C1\N=C(c2ccc(C(F)(F)F)cc2)OC1=O | i
CN1CCN(NC(=O)CC2CCCC2)CC1 | i
CN1/C(=C\C(=O)c2cc3ccccc3oc2=O)C(C)(C)c2ccccc21 | i
CC(=O)c1c(C)[nH]c(C(=O)CSc2nc3sc4c(c3c(=O)[nH]2)CCCC4)c1C | i
Nc1nc(SCCCC(=O)c2cccs2)n[nH]1 | i
Cc1cc(-c2csc(NC3CC3)n2)c(C)n1C1CC1 | i
O=S(=O)([N-]c1nc2ccccc2nc1-[n+]1cccc(Cc2ccccc2)c1)c1ccc(Br)cc1 | i
CN1C2=NC(=O)/C(=C\c3ccc([N+](=O)[O-])s3)N2c2ccccc21 | i
Oc1cccnc1NC(c1ccc(OC(F)F)cc1)c1ccc2cccnc2c1O (stereo not given) | i
c1ccc(-c2cnc(CSc3ncn[nH]3)o2)cc1 | i
O=C(O)Cn1[nH]c(=O)ccc1=O | i
Oc1cc2c(cc1CN1CCc3ccccc3C1)OCO2 | i
O=c1nc2n(c3ncccc13)CCS2 | i
Cc1nn(CC(=O)c2ccc[nH]2)c(C)c1[N+](=O)[O-] | i
C(=C\c1nc2cc(-c3ccccc3)ccc2o1)/c1ccc2c(c1)OCCO2 | i
CC(C)NC(=S)NC(=O)c1ccco1 | i
FC(F)(F)c1cccc(Cn2c3[n+](c4ccc(C(F)(F)F)cc42)CCCCC3)c1 | i
CCOC(=O)C1=C(C)NC(C)=C(C(=O)OCC)C1C(=O)OCC(=O)N1CCCCC1C (stereo not given) | i
O=[N+]([O-])c1c(-c2ccccn2)c(-c2ccccn2)n2ccccc12 | i
Cc1nn(-c2ccccc2)c(C)c1P(=Nc1ccccc1)(c1ccccc1)c1ccc(Br)cc1 (stereo not given) | i
Nc1ncnc(NNc2c(Cl)cc(Cl)cc2Cl)c1[N+](=O)[O-] | i

# Shown field by field: entries from further up.
COCCNC(=S)N/N=C/c1cc(OC)c(OC)cc1OC
  PL synth Enamine: i
O=C(c1ccco1)c1cc(-c2nc3ccccc3[nH]2)c(-c2ccco2)n2c1nc1ccccc12
  PL synth Enamine: i
O=c1c2oc3ccccc3c2nc2n1Cc1ccccc1-2
  PL synth Enamine: i
Cc1cc(C(=O)O)no1
  PL synth Enamine: i

# Grouped by structure: the compounds so far containing a COOH group (four)
SMILES | PL synth Enamine
Cc1ccc(/C=C2\SC(=S)N(CCCCC(=O)O)C2=O)o1 | i
O=C(O)CONC1=NS(=O)(=O)c2ccccc21 | i
Cc1cc(C(=O)O)no1 | i
O=C(O)Cn1[nH]c(=O)ccc1=O | i

# Following part
SMILES | PL synth Enamine
O=C(c1cc(-c2csc(N3CCCC3)n2)c[nH]1)N1CCCC1 | i
O=c1ccc2ccc(Oc3cnn(-c4nc5ccccc5[nH]4)c(=O)c3Cl)cc2o1 | i
CS(=O)(=O)c1ccc(N2CCN(S(=O)(=O)c3cccs3)CC2)c([N+](=O)[O-])c1 | i
Clc1cc(Cl)cc(N=Cc2ccc3c(c2)OCO3)c1 | i
CC(C)CN(C(=O)C1CC1)C1CCS(=O)(=O)C1 (stereo not given) | i
Cc1nn(C)c(C)c1C(=O)C(=O)O | i
O=C1CCCCC1Sc1nnc(Cc2cccs2)n1C1CCCCC1 (stereo not given) | i
CCCn1c(N)c(C(=O)CSc2nncn2C(C)C)c(=O)[nH]c1=O | i
Cc1ccc(NC(=S)N/N=C2\CC3CC=CC23)c(C)c1 (stereo not given) | i
COC(=O)c1c(NC(=O)C2SC(=NCC(C)C)C(C(=O)NC3CCCCC3C)=C2N)sc2c1CCC2 (stereo not given) | i
c1csc(-c2nc(COc3ccc4c(c3)CCC4)co2)c1 | i
c1ccc2c(NN=C3CCCCCC3)nncc2c1 | i
O=C(/C(Br)=C/Nc1ccc(Cl)cc1Cl)C(F)(F)F | i
O=C1C=CC(=O)N1c1cccc(SC(F)(F)C(F)(F)C(F)(F)F)c1 | i
c1csc(-c2nc(CSc3nnnn3C3CC3)co2)c1 | i

# Following part:
smiles	PL synth Enamine
Cc1nnc(SCC(=O)c2ccc(Br)s2)n1C1CCCCC1	i
O=C(O)/C=C/CC(=O)O	i
S=c1nc(SCc2cccc3ccccc23)[nH]c2ccccc12	i
COc1ccc(/C=C/c2sc3ccccc3[n+]2CCCS(=O)(=O)[O-])cc1OCc1ccccc1	i
COc1ccc(S(=O)(=O)Nc2ccc(S(=O)(=O)N(C)C)cc2)cc1[N+](=O)[O-]	i
O=S(=O)(NNc1c(F)c(F)c(F)c(F)c1F)c1ccccc1	i
Nc1nc(-c2cccs2)cs1	i
Fc1ccc(OCc2nc(CSc3nnnn3C3CC3)cs2)cc1	i
Cn1c(/C=C/c2ccco2)nc2ccccc21	i
NC(=S)N1CCCCC1	i
COc1ccc(-n2c(-c3ccc(Br)cc3)c[n+]3c2CCCCC3)cc1	i
CCOC(=O)c1sc(NC(=O)C2CCCO2)c(C(=O)OCC)c1C (stereo not given)	i
Cc1nc2c(cc(Oc3ncnc4sc5c(c34)CCCC5)c3ccsc32)s1	i
Cn1c(N)c(C(=O)CSc2nnc3n2CCCCC3)c(=O)n(C)c1=O	i
CSc1nc2nc(C)c(CC(=O)O)c(C)n2n1	i
CN1C(=O)C(=O)N(CC(=O)c2cccs2)C1=O	i
Cn1c(=O)c2c(ncn2CC(=O)NCCN2C(=O)CSC2=O)n(C)c1=O	i
OC(COCc1ccco1)CN1CCN(CC(O)COCc2ccco2)CC1 (stereo not given)	i
CCC(=O)N(c1nnc(SCc2nc3sc(C)c(C)c3c(=O)[nH]2)s1)C1CC1	i
CC1(C(=O)O)Sc2[nH]c(=O)sc2C2c3ccccc3OC(=O)C21 (stereo not given)	i
Cc1c(-c2cc(Br)ccc2O)nc2cc3c(cc2c1C)OCO3	i
CCSc1nnc(SCC(=O)c2cc(C)n(Cc3ccco3)c2C)s1	i
CCOC(=O)c1c(N)sc(C(N)=O)c1C	i
O=C(NC1CCCCCC1)c1cc2c(s1)CCCCC2	i
Cc1cc(=O)n(C)c(=O)n1CCCCO	i
Clc1cc(CSc2nnnn2C2CC2)cc2c1OCCCO2	i
COc1cc(C2C=C(c3ccc(C)cc3)Nc3ncnn32)cc(OC)c1OC (stereo not given)	i
O=S(=O)(Cc1ccccc1)C(Cl)(Cl)C(F)(F)C(F)(F)C(F)(F)C(F)F	i
COc1ccc(OC)c(N2C(=O)C=CC2=O)c1	i
CCOC(=O)NC(=O)CN(CC)Cn1nc2c(Cl)cc(Cl)cn2c1=S	i
Fc1cccc(-n2nnnc2SCc2cc3c(cc2Br)OCO3)c1	i
NC(=O)NC(=O)COC(=O)CC12CC3CC(CC(C3)C1)C2	i
CCCC[n+]1cccc2ccccc21	i
CCCn1nnnc1CSc1nnc(-c2cccs2)n1C1CC1	i
COCCn1c(N)c(C(=O)N2CCCC2)sc1=S	i
O=C(c1ccc(F)c(F)c1)C1Sc2nnc(C3CC3)n2NC1c1ccc(Br)cc1 (stereo not given)	i
CC12CC3(C)CC(C)(C1)CC(C(=O)O)(C2)C3	i
C=CCn1c(C)cc(C(=O)Cn2cc([N+](=O)[O-])ccc2=O)c1C	i
CCC(=O)N1N=C(c2cccs2)CC1c1cccs1 (stereo not given)	i
CCOCCOC(=O)c1[nH]c(C)c(C(C)=O)c1C	i
COc1ccc(OCCCCOc2ccc(OC)cc2)cc1	i
CC(C)N(C(=O)COC(=O)c1ccc(Br)o1)C(C)C	i

# Source: PubChem (School of Medicine, Boston University)
